# GSTO1 inh = inhibitors of recombinant GSTO1, primary screen, counter-screen for RBBP9 inhibitor project, biochemical, fluorescence polarization | actives 1.1% (n = 300,000) | inhibition, % at 5.96 µM | activity-based probe fluorescence polarization | Glutathione S-transferase omega-1 (Homo sapiens), P78417 | AID 1974, 2009;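 active = inhibition above the campaign mean inhibition plus 3 SD, cut at about 35% in these data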;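 also: 0% = GSTO1-1 with DMSO and 100% = wells lacking GSTO1-1 enzyme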
# PAFAH1B3 FP inh = PAFAH1B3 enzyme inhibitors, primary screen, biochemical, fluorescence polarization, human. Platelet-activating factor acetylhydrolase IB subunit alpha1 (Homo sapiens), Q15102. recombinant PAFAH1B3, FP-rhodamine probe. inhibition, % at 3.39 µM. actives 0.28% (n = 340,000);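 active = inhibition above the screen-wide average of all tested compounds plus 3 SD, cut at about 25% in these data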;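 also: 0% = enzyme with DMSO only and 100% = wells lacking PAFAH1B3 protein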
# Target sequence (Q15102 whole entry, looked up): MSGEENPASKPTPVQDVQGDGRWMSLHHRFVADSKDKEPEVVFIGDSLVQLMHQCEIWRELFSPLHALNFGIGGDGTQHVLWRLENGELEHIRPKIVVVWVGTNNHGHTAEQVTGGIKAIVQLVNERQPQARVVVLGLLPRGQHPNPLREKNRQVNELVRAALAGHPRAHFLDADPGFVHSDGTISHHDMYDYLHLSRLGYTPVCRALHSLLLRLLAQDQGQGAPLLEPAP
# PREPL inh = PREPL enzyme inhibitors, primary screen, biochemical, fluorescence polarization; AID 2751, 2010; inhibition, % at 5.96 µM; actives 0.68% (n = 320,000); recombinant PREPL, fluorescence polarization activity-based probe; in the data active = inhibition above about 43%;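 also: 0% = enzyme with DMSO and 100% = wells lacking enzyme; many of its hits are not listed in these tables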
# ZTA DNA inh = blocks Epstein-Barr virus ZTA, an EBNA-1 counter-screen. AID 2234. inhibition, % at 11 µM. ZTA-DNA binding, fluorescence polarization. P03206. actives 0.15% (n = 320,000); in the data active = inhibition above about 33%
# LYPLA2 counter = LYPLA2 inhibitors, primary screen, counter-screen for PME1 inhibitor project, biochemical, fluorescence polarization, FP-Rh probe ABPP; actives 0.38% (n = 320,000); AID 2177, 2009; Acyl-protein thioesterase 2 (Homo sapiens), O95372; recombinant LYPLA2; inhibition, % at 5.9 µM;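 active = inhibition above the screen-wide mean plus 3 SD, limit set per campaign, cut at about 26% in these data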;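 also: 0% = LYPLA2 with DMSO and 100% = wells lacking LYPLA2 enzyme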
# PAFAH2 FP inh = PAFAH2 enzyme inhibitors, primary screen, biochemical, fluorescence polarization, human | inhibition, % at 3.39 µM | recombinant PAFAH2, FP-rhodamine activity probe | actives 0.99% (n = 340,000) | Platelet-activating factor acetylhydrolase 2, cytoplasmic (Homo sapiens), Q99487 | AID 492956, 2010;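 active = inhibition above the mean over all tested compounds plus 3 SD, cut at about 30% in these data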;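 also: inhibitors block probe labeling of enzyme so polarization drops; 0% = enzyme with DMSO and 100% = wells lacking PAFAH2 protein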
# LYPLA1 counter = LYPLA1 inhibitors, primary screen, counter-screen for PME1 inhibitor project, biochemical, fluorescence polarization, FP-Rh probe ABPP; Acyl-protein thioesterase 1 (Homo sapiens), O75608; recombinant LYPLA1; inhibition, % at 5.9 µM; actives 0.16% (n = 320,000); AID 2174, 2009;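 active = inhibition above the mean of all tested compounds plus 3 SD, set per campaign, cut at about 14% in these data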;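 also: inhibitors block serine hydrolase probe labeling of LYPLA1 so polarization falls; 0% = enzyme with DMSO and 100% = wells lacking LYPLA1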
# EBNA-1 inhibitor = EBNA-1 DNA-binding inhibitors, primary screen, biochemical, fluorescence polarization. inhibition, % at 14.8 µM. actives 0.34% (n = 300,000); in the data active = inhibition above about 28%
# PAD4 FP inh = human PAD4 inhibitors, primary screen, biochemical, fluorescence polarization, 1536-well format; Protein-arginine deiminase type-4 (Homo sapiens), Q9UM07; AID 485272, 2010; inhibition, % at 6.36 µM; recombinant PAD4, RCA probe fluorescence polarization; actives 0.41% (n = 330,000);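 active = percent inhibition above a cutoff equal to the mean of all tested compounds plus 3 SD, cut at about 15% in these data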;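 also: 0% = PAD4 with RCA probe and DMSO and 100% = probe without PAD4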
# Target sequence (Q9UM07 whole entry, looked up): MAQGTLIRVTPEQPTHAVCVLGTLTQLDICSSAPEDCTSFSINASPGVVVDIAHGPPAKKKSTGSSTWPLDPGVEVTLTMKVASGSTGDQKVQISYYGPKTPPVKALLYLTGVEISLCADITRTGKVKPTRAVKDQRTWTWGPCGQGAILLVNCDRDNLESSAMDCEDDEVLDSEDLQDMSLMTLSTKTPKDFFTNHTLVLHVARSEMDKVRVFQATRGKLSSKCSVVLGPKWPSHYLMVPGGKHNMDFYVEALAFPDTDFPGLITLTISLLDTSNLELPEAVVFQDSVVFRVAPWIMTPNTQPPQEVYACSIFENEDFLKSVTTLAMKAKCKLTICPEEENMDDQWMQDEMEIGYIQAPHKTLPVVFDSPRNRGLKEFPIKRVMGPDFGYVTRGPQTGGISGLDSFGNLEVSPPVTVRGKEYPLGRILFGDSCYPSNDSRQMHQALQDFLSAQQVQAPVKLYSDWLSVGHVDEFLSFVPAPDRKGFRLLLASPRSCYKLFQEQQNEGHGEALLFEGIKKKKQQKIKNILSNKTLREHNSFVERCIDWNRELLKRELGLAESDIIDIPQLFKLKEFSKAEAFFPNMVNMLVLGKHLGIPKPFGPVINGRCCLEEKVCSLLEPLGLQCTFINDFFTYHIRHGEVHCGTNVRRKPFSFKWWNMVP
# The depositor's hits bear a star; · = no result given. An excerpt; the hit share may differ from the screen's.
# Start of the data: the first 13 compounds, ahead of the listing:
SMILES,GSTO1 inh,PAFAH1B3 FP inh,PREPL inh,ZTA DNA inh,LYPLA2 counter,PAFAH2 FP inh,LYPLA1 counter,EBNA-1 inhibitor,PAD4 FP inh
C[C@H](NC(N)=O)C(=O)Nc1ccc(N2CCOCC2)c(S(=O)(=O)Nc2ccc(Cl)cc2)c1,·,8,-2,-2,-3,-3,-5,·,2
CCOC(=O)C1CCN(S(=O)(=O)c2ccc(OC)c(OC)c2)CC1,1,4,4,17,-9,1,-3,-1,3
COc1cc(C(=S)N2CCCCC2)ccc1OCC(=O)Nc1ccc(F)cc1,3,0,12,15,-6,0,-4,-11,-1
O=C(COc1cccc(Cl)c1Cl)NC1CC1,·,2,-6,·,·,-10,·,·,-3
COc1ccc(NC(=O)c2cc3ccc(O)cc3o/c2=N\O)cc1,4,4,21,-7,1,-1,-4,2,-8
O=C(c1cccc([N+](=O)[O-])c1)N1CC2C3C=CC(C3)C2C1 (stereo not drawn),7,11,-5,4,2,-3,3,6,-6
CC1CCCCN1CCNC(=O)CCc1nnc2n(Cc3ccccc3)c(=O)c3ccccc3n12 (stereo not drawn),2,6,-4,5,-8,2,-1,7,-5
O=C(c1cccc(Cl)c1)N(Cc1ccco1)C1CCS(=O)(=O)C1 (stereo not drawn),11,-1,4,5,6,-5,3,-3,-2
Cc1nc(SC(C)C(=O)NCc2ccc3c(c2)OCO3)nc(C)c1C (stereo not drawn),·,-5,8,·,·,-3,·,·,2
CNC(=O)NC(=O)C(C)OC(=O)c1c2c(nc3ccccc13)/C(=C/c1cccs1)CC2 (stereo not drawn),9,-9,18,-18,-14,-4,-15,14,-1
CCN=C1S/C(=C\c2ccc(OCC)c(OC)c2)C(=O)N1CC,5,2,4,10,-1,1,-5,-3,-1
COc1cc(CN2CCCC(C(=O)c3ccc(C(C)(C)C)cc3)C2)cc(OC)c1O (stereo not drawn),3,2,-33,-2,7,1,2,7,1
Oc1c(C(c2cccs2)N2CCOCC2)sc2ncnn12 (stereo not drawn),11,7,14,-12,0,6,0,0,-2

# Results, from the first entry:
SMILES,GSTO1 inh,PAFAH1B3 FP inh,PREPL inh,ZTA DNA inh,LYPLA2 counter,PAFAH2 FP inh,LYPLA1 counter,EBNA-1 inhibitor,PAD4 FP inh
C[C@H](NC(N)=O)C(=O)Nc1ccc(N2CCOCC2)c(S(=O)(=O)Nc2ccc(Cl)cc2)c1,·,8,-2,-2,-3,-3,-5,·,2
CCOC(=O)C1CCN(S(=O)(=O)c2ccc(OC)c(OC)c2)CC1,1,4,4,17,-9,1,-3,-1,3
COc1cc(C(=S)N2CCCCC2)ccc1OCC(=O)Nc1ccc(F)cc1,3,0,12,15,-6,0,-4,-11,-1
O=C(COc1cccc(Cl)c1Cl)NC1CC1,·,2,-6,·,·,-10,·,·,-3
COc1ccc(NC(=O)c2cc3ccc(O)cc3o/c2=N\O)cc1,4,4,21,-7,1,-1,-4,2,-8
O=C(c1cccc([N+](=O)[O-])c1)N1CC2C3C=CC(C3)C2C1 (stereo not drawn),7,11,-5,4,2,-3,3,6,-6
CC1CCCCN1CCNC(=O)CCc1nnc2n(Cc3ccccc3)c(=O)c3ccccc3n12 (stereo not drawn),2,6,-4,5,-8,2,-1,7,-5
O=C(c1cccc(Cl)c1)N(Cc1ccco1)C1CCS(=O)(=O)C1 (stereo not drawn),11,-1,4,5,6,-5,3,-3,-2
Cc1nc(SC(C)C(=O)NCc2ccc3c(c2)OCO3)nc(C)c1C (stereo not drawn),·,-5,8,·,·,-3,·,·,2
CNC(=O)NC(=O)C(C)OC(=O)c1c2c(nc3ccccc13)/C(=C/c1cccs1)CC2 (stereo not drawn),9,-9,18,-18,-14,-4,-15,14,-1
CCN=C1S/C(=C\c2ccc(OCC)c(OC)c2)C(=O)N1CC,5,2,4,10,-1,1,-5,-3,-1
COc1cc(CN2CCCC(C(=O)c3ccc(C(C)(C)C)cc3)C2)cc(OC)c1O (stereo not drawn),3,2,-33,-2,7,1,2,7,1
Oc1c(C(c2cccs2)N2CCOCC2)sc2ncnn12 (stereo not drawn),11,7,14,-12,0,6,0,0,-2
Cc1ccccc1-c1nc(CS(=O)(=O)CC(=O)NCCN2CCCC2)c(C)o1,0,3,21,8,-7,12,2,-5,-2
CC12CCC(C(=O)Nc3ccc(Cl)cc3)([C@H](Br)C1=O)C2(C)C (stereo partly drawn),1,·,-2,10,4,·,-2,6,4

# An excerpt from above in order of their number in PAD4 FP inh, rising.
Compound | PAD4 FP inh
COc1ccc(NC(=O)c2cc3ccc(O)cc3o/c2=N\O)cc1 | -8
Cc1nc(SC(C)C(=O)NCc2ccc3c(c2)OCO3)nc(C)c1C (stereo not drawn) | 2
CCOC(=O)C1CCN(S(=O)(=O)c2ccc(OC)c(OC)c2)CC1 | 3

# (next part)
SMILES,GSTO1 inh,PAFAH1B3 FP inh,PREPL inh,ZTA DNA inh,LYPLA2 counter,PAFAH2 FP inh,LYPLA1 counter,EBNA-1 inhibitor,PAD4 FP inh
Cc1cc(C)c2c(c1)c(C)cc1nnc(SCC(=O)NCc3ccco3)n12,1,4,12,2,-1,9,0,-2,-3
COc1cc(C(=O)Nn2c(C)nc3ccccc3c2=O)cc(OC)c1OC,4,13,11,9,6,5,1,-3,2
CCOC(=O)c1c(NC(=O)c2ccccc2Br)sc2c1CCc1ccccc1-2,3,4,3,-7,-4,1,-3,1,3
COc1ccc2nc(N/C(N)=N/C(=S)Nc3c(C)cccc3C)nc(C)c2c1,4,3,-1,-4,0,4,2,-2,-2
Cc1cc(C)n(-c2ccc(C(=O)OCc3nnc(-c4ccccc4)o3)cc2)n1,0,4,22,-2,3,9,1,-10,-6
O=C(COC(=O)/C=C/c1ccco1)Nc1ncc(C(F)(F)F)cc1Cl,-3,1,-4,13,2,8,2,-1,-5
O=C(c1cccc([N+](=O)[O-])c1)N1CCOCC1,1,2,13,13,1,-3,-2,-3,-4
CN1C(C(=O)NCc2cccc(C(F)(F)F)c2)CC2Cn3c(nc4ccccc43)C21 (stereo not drawn),6,-1,8,-26,3,1,2,1,0
COc1ccc(OC)c(NC(=O)CN2C(=O)CSc3ccc(S(=O)(=O)N4CCCC4)cc32)c1,1,0,14,-4,4,-7,5,1,-2
NC(=O)C1CCN(c2ccc(S(=O)(=O)N3CCCCC3)cc2[N+](=O)[O-])CC1,·,9,2,·,·,7,·,·,1
COc1ccc(OC)c(S(=O)(=O)n2c([N+](=O)[O-])cnc2C)c1,1,-4,-1,16,-3,-3,2,10,0
C/C(NC(=O)c1ccccc1F)=C1\C(=O)C[C@@H]2[C@H]1C2(C)C,-3,6,2,6,4,-7,3,6,3
O=C1C=C(c2cnc3ccccc3c2)C[C@@H](c2ccc3c(c2)OCO3)C1,·,-8,-40,12,4,0,-2,·,0
COc1cccc(CNS(=O)(=O)c2cc3c(cc2C)n(C)c(=O)c(=O)n3C)c1,2,8,7,-6,4,0,6,-2,2
Cc1ccc(CS(=O)(=O)c2ncc(Cl)c(C(=O)Nc3nnc(C)s3)n2)cc1,-10,7,-1,-13,-2,5,0,15,-5
O=C(COc1ccc(F)cc1)NC1CC1,-3,18,8,-16,4,8,-2,10,1
CCCCN(C(=O)c1nn(C)c(=O)c2ccccc12)c1c(N)n(CCC)c(=O)[nH]c1=O,·,-3,11,-23,7,8,2,·,3
COc1ccc(S(=O)(=O)N2CCN(C(=O)CCc3c[nH]c4ccccc34)CC2)cc1,·,9,12,-5,-2,8,-2,·,5
CC(C)Cc1cc(C(=O)NCc2cccs2)no1,1,-1,17,-3,6,-9,4,6,1
O=C(CN(C1CCCCC1)C1CCCCC1)N1CCc2ccccc2C1,2,-11,9,3,-3,-1,3,-3,0
NS(=O)(=O)c1ccc(CCNS(=O)(=O)c2cccc(C(=O)O)c2)cc1,3,-3,1,-7,6,-1,3,2,-1
N#Cc1nc(-c2ccco2)oc1NCCCN1CCOCC1,-1,6,2,0,3,3,1,12,-1
COc1cc(/C=C2\C(=N)N3N=C(S(C)(=O)=O)SC3=NC2=O)ccc1OS(=O)(=O)c1ccc(C)cc1,-48,2,9,16,-15,-5,-8,-6,2
Cn1c(=O)c2c(nc(N3CCCCCC3)n2CC(=O)c2ccccc2)n(C)c1=O,1,5,11,10,-5,3,1,3,1
O=C(NNC(=S)Nc1ccc(Cl)c(Cl)c1)c1cccc([N+](=O)[O-])c1,-27,·,17,1,-1,·,-3,7,-4
COc1ccccc1-n1c(=O)c(C#N)c(-c2ccc([N+](=O)[O-])cc2)c2cc(C(=O)c3ccccc3O)cnc21,-17,-1,4,-2,-3,-13,-1,2,-1
O=C(Nc1ccc(F)cc1)N1CCOCC1,-4,7,13,-7,0,-3,2,-9,-5
O=C(CN1C2CCCC1CC(NC(=O)c1ccco1)C2)Nc1ccccc1 (stereo not drawn),10,4,-6,6,-1,0,1,3,2
CSc1cccc(NC(=O)CCCOc2ccccc2)c1,3,11,-5,19,4,-3,1,5,-2
CCOc1ccc(-n2c(SC(C)C)nc3c(c2=O)SCC3)cc1,1,-2,1,7,5,7,-1,-3,3
COc1ccc(Cn2cc(F)c(=O)n(C)c2=O)cc1[N+](=O)[O-],9,4,10,9,0,0,1,8,0
CC(C)CC(NS(=O)(=O)c1cc(C(=O)O)ccc1Cl)C(=O)O (stereo not drawn),9,4,-4,-8,-3,5,2,3,0
Cc1ccc(S(=O)(=O)NC(C)(C)CSc2nncn2C)cc1,-1,5,7,19,2,1,-1,2,-2
COc1ccc(CN(CCN)C2CC(C)N(C)CC2C)cc1 (stereo not drawn),-6,7,29,-11,1,2,-1,2,-4
C(=N\n1cnnc1SCc1ccccc1)/c1ccco1,1,-4,7,-7,1,5,3,-5,-4
COC(=O)c1cc2occc2n1Cc1nc(-c2cccc(Cl)c2)oc1C,-2,2,-4,14,-2,-6,-3,7,1
CCNC(=O)c1cccc(NC(=O)CC2SC(N3CCCCC3)=NC2=O)c1 (stereo not drawn),5,4,-2,-7,-10,9,-1,3,-2
CCOc1ccc2nc(NCCNC(=O)C(C)C)c(C)cc2c1,6,1,17,11,-9,3,0,-1,-5
Cc1ccc2oc(=O)c(/C=C(\O)CC(C)C)nc2c1,1,3,5,1,-2,-2,1,6,-5

# Screening data deposited in PubChem by The Scripps Research Institute Molecular Screening Center.
